# High-throughput results deposited in PubChem BioAssay by Sanford-Burnham Center for Chemical Genomics.
# tim10-1 inh: tim10-1 yeast growth inhibition; S. cerevisiae tim10-1 ts strain growth, BacTiter-Glo, 24 h; inhibition, % at 20 µM; actives 2.2% (n = 330,000);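 active = inhibition of at least 40%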;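 note: mutant grown at 25 °C; 0% = DMSO wells with yeast and 100% = wells holding no yeast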
# Mdm2-MdmX inh: disrupts the human Mdm2-MdmX interaction | inhibition, % at 8 µM | AID 485346 | SaOS-2 split-luciferase Mdm2/MdmX complementation, luminescence | actives 3% (n = 330,000) | O15151+Q00987;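 active = inhibition of at least 50% at 8 µM in the primary screen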
# Target sequence (O15151 whole entry, looked up): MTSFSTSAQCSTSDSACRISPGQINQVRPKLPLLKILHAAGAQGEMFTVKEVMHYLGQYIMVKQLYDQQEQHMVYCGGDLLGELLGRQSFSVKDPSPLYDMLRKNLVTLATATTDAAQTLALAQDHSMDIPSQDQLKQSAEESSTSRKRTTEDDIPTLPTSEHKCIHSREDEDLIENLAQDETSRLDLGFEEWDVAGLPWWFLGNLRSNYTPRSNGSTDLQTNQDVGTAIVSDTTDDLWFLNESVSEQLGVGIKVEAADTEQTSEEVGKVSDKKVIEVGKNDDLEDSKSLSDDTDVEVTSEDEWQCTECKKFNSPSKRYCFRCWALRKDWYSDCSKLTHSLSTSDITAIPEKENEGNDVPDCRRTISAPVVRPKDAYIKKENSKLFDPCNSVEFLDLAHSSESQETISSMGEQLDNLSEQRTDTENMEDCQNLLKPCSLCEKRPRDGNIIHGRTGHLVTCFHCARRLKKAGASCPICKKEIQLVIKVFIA
# Target sequence (Q00987 whole entry, looked up): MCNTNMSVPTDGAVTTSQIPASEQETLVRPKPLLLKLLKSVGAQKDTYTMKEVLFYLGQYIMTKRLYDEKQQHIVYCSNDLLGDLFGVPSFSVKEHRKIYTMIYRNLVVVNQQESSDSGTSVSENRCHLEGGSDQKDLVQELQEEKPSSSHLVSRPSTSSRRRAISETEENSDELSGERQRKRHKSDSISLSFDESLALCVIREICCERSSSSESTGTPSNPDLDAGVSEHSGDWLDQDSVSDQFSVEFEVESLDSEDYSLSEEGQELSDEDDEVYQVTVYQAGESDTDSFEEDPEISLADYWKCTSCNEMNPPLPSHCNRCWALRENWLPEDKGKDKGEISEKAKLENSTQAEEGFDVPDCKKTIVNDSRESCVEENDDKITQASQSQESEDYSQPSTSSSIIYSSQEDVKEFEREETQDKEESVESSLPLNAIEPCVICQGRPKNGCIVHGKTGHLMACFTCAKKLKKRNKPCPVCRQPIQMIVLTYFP
# UPR XBP1 act: adaptive UPR (XBP1) activation | CHO-XBP1 luciferase reporter, IRE1-XBP1 UPR activation, luminescence; percent of tunicamycin response, DMSO as zero | activation, % at 20 µM | actives 0.33% (n = 330,000) | AID 463104;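 active = versus positive control, 20 µM dose yields 30% or more activation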;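 note: 100% = tunicamycin at 10 µg/mL and 0% = DMSO only wells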
#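 Material – CHO cell line with stable XBP1 luciferase reporter · Buffer or medium – F12 plus 10% FBS · Compound – single point, 20 µM final compound, 1% DMSO · Schedule – 16-18 h cell attachment at 37 °C, then 6 h compound exposure · Signal – Steady-Glo luminescence read · Benchmarks – high control tunicamycin 10 µg/mL final, low control DMSO vehicle only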
# tim23-1 inh: tim23-1 yeast growth inhibition. S. cerevisiae tim23-1 growth, BacTiter-Glo luminescence, 24 h. inhibition, % at 20 µM. actives 1.3% (n = 330,000). AID 463212;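 active = growth inhibition of the mutant yeast at or above 50%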;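 note: temperature-sensitive mutant grown at 25 °C; plate controls were DMSO-treated mutant yeast for no effect and medium wells lacking yeast for full effect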
# TIM10 inh: TIM10 yeast growth inhibition; S. cerevisiae TIM10 strain growth, BacTiter-Glo luminescence, 24 h; inhibition, % at 10 µM; actives 1.4% (n = 330,000); AID 463195;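 active = inhibition of 40% or more at the single tested concentration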;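 note: wild-type TIM10 isogenic control strain grown at permissive 25 °C; 0% = DMSO yeast wells and 100% = minimal medium wells without yeast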
# APJ ag: activates the human apelin receptor APJ; CHO-K1 APJ PathHunter beta-arrestin, luminescence; 0% DMSO wells, 100% apelin; activation, % at 20 µM; actives 0.11% (n = 330,000); AID 2520;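 active = activation more than six SD over the plate average, tested at 20 µM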;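 note: 0% = DMSO alone and 100% = apelin-13 at 10 nM; some results filed as inactive read as strong as hits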
#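 Test system: CHO-K1 APJ beta-arrestin complementation cell line. Amount: cell density 1000 per well. Controls: DMSO negative, 10 nM Apelin-13 positive. Signal: luminescent beta-gal fragment complementation, chemiluminescent substrate. Read-out basis: agonist-driven arrestin binding to APJ. Timing: compound stimulation 90 min at 25 °C, detection 60 min.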
# GRIN3A LBD mod: NR3A (human) ligand-binding domain modulation; NR3A LBD differential scanning fluorimetry, Tm shift; 0% = protein alone, 100% = glycine-bound protein; actives 2.5% (n = 340,000); AID 1259313; Tm shift relative to glycine control, % at 25 µM;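 active = melting temperature shift of at least 10% of the positive control shift, at one fixed dose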
# UPR CHOP act: activators of apoptotic arm of unfolded protein response (CHOP) | CHO-CHOP luciferase reporter, UPR activation, luminescence; percent of tunicamycin response over DMSO baseline | AID 449763 | actives 0.34% (n = 330,000) | activation, % at 10 µM;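 active = at 10 µM dose, activation of 40% or more, normalized to positive control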;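 note: 100% = tunicamycin at 10 µg/mL and 0% = DMSO alone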
#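 System: CHO CHOP reporter cells. Amount: 500 cells per well. Buffer or medium: F12 medium, 10% FBS. Compound dosing: one dose, 10 µM in 0.5% DMSO. Incubation: 6 h compound exposure at 37 °C after overnight seeding. Technique: Steady-Glo luciferase luminescence. Benchmarks: tunicamycin and DMSO controls.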
# NALP3 yeast inh: inhibitors of NALP3 inflammasome in yeast; Yeast reconstituted NLRP3/ASC/caspase-1, beta-gal luminescence, 24 h; inhibition, % at 10 µM; actives 0.39% (n = 330,000); AID 2825;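 active = inhibition of 50% or more; inactive = inhibition below 50%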;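 note: plate controls were induced DMSO wells for no effect and uninduced yeast grown without galactose for full effect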
# Starred values were filed as active, the others as inactive; . = not tested or not shown.
SMILES,tim10-1 inh,Mdm2-MdmX inh,UPR XBP1 act,tim23-1 inh,TIM10 inh,APJ ag,GRIN3A LBD mod,UPR CHOP act,NALP3 yeast inh
CC(=O)Nc1cccc(C(=O)NC(C)c2ccc(-n3ccnc3)cc2)c1 (stereo not drawn),-23,3,-3,-25,-14,-3,-2,-0.3,10
COc1ccc(Cl)cc1NC(=O)CN(C)CC(=O)Nc1ccc2c(c1)OCO2,4,18,1,18,-6,2,6,0.0,10
CC(C)(C)c1ccc(NC(=O)CSc2nnc(-c3n[nH]c4ccccc34)o2)cc1,12,-127,1,25,10,3,175*,3.2,25
Cc1ccc(NC(=O)CSc2ccc(S(=O)(=O)N3CCCC3)cn2)cc1F,-4,16,0,-4,2,-2,3,-0.4,0
CC1(c2ccccc2Cl)NC(=O)N(CC(=O)Nc2ccc(N3CCCCC3)cc2)C1=O (stereo not drawn),15,14,-2,-3,-7,-2,1,-0.5,10
COc1ccc(-c2cc(C(=O)NCc3ccco3)no2)cc1OC,19,-12,1,22,14,-2,0,-0.7,37
CCOC(=O)C1=C(Nc2ccc(OC)cc2)OCC1=O,-2,19,-3,1,-15,-1,1,-1.6,8
O=S(=O)(Nc1nc2c(s1)CCCC2)c1ccc2ccccc2c1,11,0,-4,20,18,-3,-7,-0.1,-8
CCN1CCN(c2ccc(S(=O)(=O)N3CCCCC3)cc2NC(=O)COc2ccc(Cl)cc2)CC1,7,34,-4,-2,7,-2,0,1.9,22
O=C(Nc1nnc(-c2ccccc2)s1)c1cccc(S(=O)(=O)N2CCOCC2)c1,0,29,-2,12,-4,-1,0,0.4,15
N#Cc1ccccc1OCC(=O)N(C1CCCCC1)C1CCS(=O)(=O)C1 (stereo not drawn),8,23,1,13,5,0,-2,-0.6,7
O=C(c1ccc(OC2CCN(CCc3ccccc3)CC2)cc1)N1CCCC1,2,-18,4,9,18,1,-2,-1.0,21
CCOC(=O)NC(Nc1ccc(S(N)(=O)=O)cc1)(C(=O)OCC)C(F)(F)F (stereo not drawn),-12,-1,-2,4,-4,0,-4,0.1,15
COCCCNC(=O)/C(C#N)=C/c1cccc(NC(=O)c2ccccc2Cl)c1,32,-10,-2,44,45*,-4,9,3.6,-12
Cc1csc(N(C(=O)CCNC(=O)c2ccc([N+](=O)[O-])cc2)c2ccccc2)n1,12,-1,1,-31,-7,0,1,-1.1,18
O=C(NCCc1ccc(Cl)cc1)C1CCN(S(=O)(=O)c2ccc(Br)s2)CC1,12,9,0,9,13,-5,-4,2.6,-3
Cc1nn(-c2ccccc2)c(C)c1/C=N/NC(=O)c1cc(C23CC4CC(CC(C4)C2)C3)[nH]n1,24,63*,18,53*,32,3,-1,8.5,22
CC(C)(C)C1CCC(=O)N(CCC#N)CC1 (stereo not drawn),-4,15,2,13,2,-3,-2,-1.1,16
COC(=O)Cn1cc(C(=O)c2cccs2)c2ccccc21,12,-4,2,10,16,-10,0,0.4,17
CCOC(=O)C1=C(C)c2ccccc2OC1C(=O)OCC (stereo not drawn),10,-13,5,32,-5,.,1,1.8,.
COc1cc([N+](=O)[O-])ccc1NC(=O)CSc1nccn1C,19,-3,4,17,16,-2,-2,0.1,4
CCCCCN(C(=O)CCC(=O)OCC(=O)N1CCCCC1)c1c(N)n(CCCC)c(=O)[nH]c1=O,13,-5,-4,10,11,9,-1,2.4,-13
CCOc1ccc2nc(N/C(N)=N/S(C)(=O)=O)nc(C)c2c1,2,11,-1,-2,-5,-2,0,3.2,-6
Cc1cccc(N2CC(O)(c3cccs3)[N+]3=C2CCCC3)c1 (stereo not drawn),-1,18,2,-1,-7,-2,0,0.4,-1
O=C(NCCOc1ccccc1)C1CCC(=O)N(CCCN2CCOCC2)C1 (stereo not drawn),-11,17,-2,1,-3,3,4,-0.9,19
O=C1NC(=O)c2cc([N+](=O)[O-])cc3cccc1c23,3,-12,-4,62*,-17,2,0,-1.0,8
Cc1cc(OCC(=O)OCC(=O)NCC2CCCO2)ccc1Cl (stereo not drawn),-7,3,0,0,-1,1,-1,-1.7,16
Cc1ccc(SCc2c(C(=O)N/N=C/c3cccnc3)nnn2-c2nonc2N)cc1,10,18,-2,-4,4,5,30*,0.7,16
O=C(Nc1ccccn1)c1cccc(S(=O)(=O)N2CCOCC2)c1,1,13,-1,0,5,1,0,-3.3,24
C/C=C1\COC(C(=O)NCc2ccccc2)(C(F)(F)F)C=C1C=C1CCCCC1 (stereo not drawn),10,21,-4,11,13,0,0,-1.1,-2
COc1ccccc1NC(=O)CSC1=NC(=O)C(Cc2ccccc2)C(=O)N1 (stereo not drawn),-28,-9,-6,-2,7,-1,-3,-0.8,3
COc1cccc(CNC(=O)CN(c2cc(C)cc(C)c2)S(=O)(=O)c2c(C)noc2C)c1,31,24,-2,27,9,-3,-1,-0.3,-1
CSc1ccc(C#N)cc1NC(=O)c1ccc(Cl)cc1,-7,-7,-2,-9,-14,1,-1,-0.6,32
O=C(Cc1ccccc1[N+](=O)[O-])NCCCN1CCOCC1,5,-5,3,5,2,2,-2,0.6,-20
COc1ccc(N2C(=O)CC(Sc3ncn[nH]3)C2=O)c(OC)c1 (stereo not drawn),10,25,-1,5,24,4,-5,11,15
Cc1[nH]c2ccccc2c1C(=O)C(C)OC(=O)c1ccccc1NCCO (stereo not drawn),17,35,-5,14,8,2,-7,1.0,2
O=C(Nc1ccccn1)C(F)(F)C(F)(F)C(F)(F)C(F)(F)C(=O)Nc1ccccn1,-12,12,0,6,6,4,-1,1.1,7
Cc1c(C(=O)Nc2ccc(Oc3ccccc3)cc2)sc2nc3n(c(=O)c12)CCC3,20,1,3,9,9,1,3,1.6,26
CN(C)S(=O)(=O)c1cc(C(=O)NCCCn2ccc3ccccc32)ccc1Cl,16,-13,-3,11,13,-2,-7,1.6,-4
COc1ccc(CCNC(=O)CSCC(=O)Nc2ccccc2)cc1OC,1,6,0,10,-8,-2,0,0.0,-8
COc1ccc(-c2noc(CN(C)S(=O)(=O)c3ccccc3)n2)cc1OC,10,4,1,15,-5,1,-1,4.7,14
Nc1cc(=O)[nH]c(=O)n1-c1ccc(Cl)cc1,10,8,0,25,21,5,1,0.3,10
C[N+]1(CC(=O)OC2CCCCCCCCCCC2)CCCC1,-19,10,-2,-8,-7,-1,-1,0.0,22
Cn1nnnc1Sc1ncnc2scc(-c3ccc(-c4ccccc4)cc3)c12,15,100*,0,38,6,-3,-2,4.7,13
COc1ccccc1/C=C(/C(=O)OCC(=O)NCc1ccccc1)c1ccccc1,23,17,-4,16,24,-4,-3,-0.6,8
CCN1C(=O)N(C(C)=O)C2C1N(C(C)=O)C(=O)N2C(C)=O (stereo not drawn),-1,7,-2,10,10,2,0,-0.3,10
CCC1CN(C(=O)N2CCC(C(=O)Nc3ccccc3F)CC2)c2ccccc2O1 (stereo not drawn),12,26,-3,11,1,4,-1,2.0,7
CCOc1ccc2nc(SCC(=O)N3CCCc4ccccc43)sc2c1,21,-8,1,24,3,-2,-1,-0.7,16
Cc1c(CCC(=O)NCCCCCC(=O)O)c(=O)oc2cc3occ(-c4ccccc4)c3cc12,12,-29,-8,20,6,-3,-3,0.6,2
COc1cc(/C=C/c2nc3ccc([N+](=O)[O-])cc3s2)ccc1OCC(=O)O,-6,-12,-3,-15,6,-1,.,-1.1,12
O=C(NCc1ccccc1)C(=O)NCC1OCCN1C(=O)c1cccs1 (stereo not drawn),8,1,0,16,4,-1,0,4.0,15
COc1ccccc1CC(=O)N(Cc1ccccc1)c1ccc(C)cc1,12,41,0,35,0,-6,1,12,6
CCCCn1c(=N)n(CC(=O)c2ccc(Br)s2)c2ccccc21,-6,97*,4,3,1,-2,1,0.8,16
CC(C)C(C)(C#N)NC(=O)CSc1nnc(-c2ccncc2)n1Cc1ccccc1 (stereo not drawn),0,-1,0,4,18,0,-3,-0.1,5
COc1ccc(/C=N/n2cnc3c([nH]c4ccc(C)cc43)c2=O)cc1CN1CCCC1,-1,19,7,8,6,3,-1,5.3,14
Cc1nc(N)sc1-c1csc(Nc2cccc(C(=O)O)c2)n1,-26,-1,-5,-8,-5,2,1,-2.4,13
C=CCNC(=O)c1onc(CSc2ccccc2)c1C(=O)NCC=C,7,0,-1,10,7,-3,-1,-1.1,17
O=C(CN1CCCCCC1)Nc1ccc(F)c(F)c1,-2,3,5,1,3,-1,1,-0.6,11
COc1ccc(S(N)(=O)=O)cc1C(=O)NC1CCCc2ccccc21 (stereo not drawn),-6,1,0,0,9,-2,-1,0.6,17
Cc1c(NC(=O)c2ccc(S(=O)(=O)N(C)C)cc2)cccc1-n1cnnn1,-2,-9,-1,-4,3,-2,1,0.6,-8

# An excerpt of these results, with tabs.
smiles	tim10-1 inh	Mdm2-MdmX inh	UPR XBP1 act	tim23-1 inh	TIM10 inh	APJ ag	GRIN3A LBD mod	UPR CHOP act	NALP3 yeast inh
COC(=O)Cn1cc(C(=O)c2cccs2)c2ccccc21	12	-4	2	10	16	-10	0	0.4	17
CCOC(=O)C1=C(C)c2ccccc2OC1C(=O)OCC (stereo not drawn)	10	-13	5	32	-5	.	1	1.8	.
COc1cc([N+](=O)[O-])ccc1NC(=O)CSc1nccn1C	19	-3	4	17	16	-2	-2	0.1	4
CCCCCN(C(=O)CCC(=O)OCC(=O)N1CCCCC1)c1c(N)n(CCCC)c(=O)[nH]c1=O	13	-5	-4	10	11	9	-1	2.4	-13
CCOc1ccc2nc(N/C(N)=N/S(C)(=O)=O)nc(C)c2c1	2	11	-1	-2	-5	-2	0	3.2	-6
Cc1cccc(N2CC(O)(c3cccs3)[N+]3=C2CCCC3)c1 (stereo not drawn)	-1	18	2	-1	-7	-2	0	0.4	-1

# (next part)
SMILES,tim10-1 inh,Mdm2-MdmX inh,UPR XBP1 act,tim23-1 inh,TIM10 inh,APJ ag,GRIN3A LBD mod,UPR CHOP act,NALP3 yeast inh
Cc1ccc(S(=O)(=O)N2CCCCC2)cc1NC(=O)COC(=O)C1(C)CC1(Cl)Cl (stereo not drawn),14,17,-4,13,4,5,1,0.4,12
CCOC(=O)CCSc1nc(N2CCOCC2)c2c(c1C#N)CC(C)(C)OC2,25,21,0,3,13,1,-2,-1.0,15
C=CC(=O)NC(C)(C)CCN1CCOCC1,1,-12,0,18,-1,-2,1,2.6,-4
COCCCNC(=O)CC1C[C@H](C(=O)N2CCCCC2)[C@@]2(C)c3[nH]c4ccc(OC)cc4c3CCN2C1=O (stereo partly drawn),15,7,3,30,-7,.,-1,2.5,.
CCCOc1ccc(/C=C/C(=O)OCC(=O)N(C)c2c(N)n(Cc3ccccc3)c(=O)[nH]c2=O)cc1OCC,14,27,-1,10,1,10,-1,-0.1,20
Cn1cccc1C(=O)NC(=O)COC(=O)c1ccccc1O,5,-19,-1,-10,7,-6,4,0.5,-9
O=C(Nc1cccnc1)c1c(F)c(F)c(F)c(F)c1F,8,13,0,5,-7,-4,2,0.2,2
